# Screens as filed in PubChem BioAssay.
# tuberculosis growth: growth inhibition of non-replicating M. tuberculosis (AID 488890). inhibition, % at 25 µM; hits with a dose series show IC50 in µM. Mycobacterium tuberculosis non-replicating, growth inhibition; higher % means a stronger effect. 320,000 compounds, 0.39% hits; in the data active means a potency from the dose series; inconclusive means inhibition mostly from about 82% at the one dose, without a potency; inactive means the rest, 99 in 100 with inhibition below about 76%;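 further: plate controls were DMSO cells for no effect and high antibiotic wells for full effect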
# H1N1 NS1A inhibition: NS1A inhibition, H1N1 influenza, cell based functional assay (AID 504329) | NS1A functional cell-based assay, percent inhibition; higher % means a stronger effect | one-dose inhibition, % at 12.5 µM; IC50 in µM for titrated hits | 340,000 compounds, 0.3% hits; in the data active means a potency from the dose series; inconclusive means inhibition above about 27% without an active follow-up result; further: strong numbers were not always called active
# inhibitors of VEEV: inhibitors of VEEV TC-83 cytopathic effect, confirmation, Vero cells (AID 588727); Vero cells, VEEV TC-83 cytopathic effect inhibition; higher % means a stronger effect; one-dose inhibition, % at 20 µM; IC50 in µM for titrated hits; 350,000 compounds, 0.13% hits; in the data active means a potency from the dose series; inconclusive means inhibition mostly from about 14% at the one dose, without a potency; inactive means the rest, 99 in 100 with inhibition below about 12%; further: strong numbers were not always called active
# Salmonella PhoP GFP: PhoP regulon inhibitors, Salmonella typhi PhoP promoter GFP reporter, confirmatory (AID 1850); Salmonella Typhi PhoP-promoter GFP reporter, fluorescence, 4 h; higher % means a stronger effect; inhibition, % at 50 µM, or IC50 in µM where a hit was titrated; 310,000 compounds, 0.33% hits; in the data active means a potency from the dose series; inconclusive means inhibition mostly from about 25% at the one dose, without a potency; inactive means the rest, 99 in 100 with inhibition below about 19%;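 further: 0% = induced wells with vehicle and 100% = uninduced wells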
# M. tuberculosis HTS: M. tuberculosis growth inhibition, HTS (AID 449762); M. tuberculosis H37Rv growth inhibition, 7H9 media; higher % means a stronger effect; 330,000 compounds, 0.59% hits; inhibition, % at 25 µM; hits with a dose series show IC50 in µM; in the data active means a potency from the dose series; inconclusive means inhibition above about 70% without an active follow-up result;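 further: bacterial growth assessed after seven days of incubation; strong numbers were not always called active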
# inhibitors of VEEV 10K pilot screen: second read-out of inhibitors of VEEV, no call of its own (marks repeat the call); inhibition, %; measured here: 10K pilot screen inhibition
# * hit, by the source's call; i = inactive; ? = inconclusive; . = not tested or not shown.
SMILES,tuberculosis growth,H1N1 NS1A inhibition,inhibitors of VEEV,Salmonella PhoP GFP,M. tuberculosis HTS,others
CCOC(=O)N1CCN(C(=O)c2cccn3c(=O)c4cc(Br)ccc4nc23)CC1,13%,-11%,0.5%,-7%,6%,
COc1ccc(/C=N/n2c(-c3ccccc3)n[nH]c2=S)cc1,0%,1%,3.4%,-4%,7%,
Fc1ccc(-c2nc3c(Cl)cc(C(F)(F)F)cn3c2Cl)cc1,-8%,-4%,i,-11%,-10%,
COc1ccc(C2C(C(=O)OCC(=O)NC(C)(C)C)CCC(=O)N2c2ccc(C)cc2)cc1OC (stereo not given),11%,8%,0.7%,-6%,0%,
COc1ccc(NC(=O)COC(=O)c2ccc3ccccc3n2)c(OC)c1,66%,-5%,3.4%,.,10%,
CN1C(=O)c2cccc3c(S(=O)(=O)Nc4ccc(O)c(C(=O)O)c4)ccc1c23,-12%,6%,i,9%,1%,
CC(C)CC(=O)N1CCC(N2CCN(c3ccccc3)CC2)CC1,-13%,9%,2.2%,17%,-9%,
COC(=O)Cc1c(O)ccn(CCc2c[nH]c3ccccc23)c1=O,2%,0%,9.2%,-6%,-2%,
Cc1cc(C)c(NC(=O)CN2C(=O)NC3(CCOc4ccccc43)C2=O)c(C)c1 (stereo not given),.,-1%,0.6%,-16%,-7%,
O=C(COC(=O)c1ccccc1Br)NCCC1=CCCCC1,?,-1%,0.1%,-3%,?,
Cc1ccc(S(=O)(=O)N2CCOCC2)cc1C(=O)NCC1CCCO1 (stereo not given),-8%,8%,2.7%,-4%,-3%,
CCN1CCN(c2ccc(S(=O)(=O)N3CCCCC3)cc2NC(=O)COc2ccc(F)cc2Cl)CC1,51%,-6%,1.9%,-12%,?,
COCCN(C(=O)c1cc(Cl)nc2ccccc12)c1c(N)n(Cc2ccccc2)c(=O)[nH]c1=O,24%,-13%,2.3%,.,-7%,
Cc1ccc(C)c(N2CCN(C(=O)CCCCn3c(=O)[nH]c4ccccc4c3=O)CC2)c1,63%,-3%,4.9%,4%,?,
CCCCc1nc(NCc2ccccc2)c(C#N)c2c1COC(C)(C)C2,-12%,-11%,0.2%,-1%,3%,

# Grouped by structure: the entries above containing nitrogen in an aromatic ring
SMILES,tuberculosis growth,H1N1 NS1A inhibition,inhibitors of VEEV,Salmonella PhoP GFP,M. tuberculosis HTS,others
CCOC(=O)N1CCN(C(=O)c2cccn3c(=O)c4cc(Br)ccc4nc23)CC1,13%,-11%,0.5%,-7%,6%,
COc1ccc(/C=N/n2c(-c3ccccc3)n[nH]c2=S)cc1,0%,1%,3.4%,-4%,7%,
Fc1ccc(-c2nc3c(Cl)cc(C(F)(F)F)cn3c2Cl)cc1,-8%,-4%,i,-11%,-10%,
COc1ccc(NC(=O)COC(=O)c2ccc3ccccc3n2)c(OC)c1,66%,-5%,3.4%,.,10%,
COC(=O)Cc1c(O)ccn(CCc2c[nH]c3ccccc23)c1=O,2%,0%,9.2%,-6%,-2%,
COCCN(C(=O)c1cc(Cl)nc2ccccc12)c1c(N)n(Cc2ccccc2)c(=O)[nH]c1=O,24%,-13%,2.3%,.,-7%,
Cc1ccc(C)c(N2CCN(C(=O)CCCCn3c(=O)[nH]c4ccccc4c3=O)CC2)c1,63%,-3%,4.9%,4%,?,
CCCCc1nc(NCc2ccccc2)c(C#N)c2c1COC(C)(C)C2,-12%,-11%,0.2%,-1%,3%,

# Continued:
SMILES,tuberculosis growth,H1N1 NS1A inhibition,inhibitors of VEEV,Salmonella PhoP GFP,M. tuberculosis HTS,others
COC(=O)C1=C[C@@H](C(=O)OC)[C@@H]2C3=C(C(=O)[C@@]2(C)NC(=O)c2ccccc2)[C@H](c2ccccc2)[C@@H]2C(=O)NC(=O)[C@@H]2[C@@H]3C1,-25%,6%,0.1%,-4%,3%,
O=S(=O)(NCc1ccc(Cl)cc1)c1cnc[nH]1,-13%,0%,1.5%,3%,-8%,
COc1ccccc1CC(NC(C)=O)C(=O)NC1CCN(C(=O)Nc2ccccc2Cl)CC1 (stereo not given),6%,10%,0.8%,-10%,-2%,
CCOC(=O)C(NCCOC)(NC(C)=O)C(F)(F)F (stereo not given),-9%,-23%,0.1%,6%,-1%,
COc1ccc(N2CCN(CCNC(=O)C3CC(=O)N(C4CCCC4)C3)CC2)cc1 (stereo not given),6%,-4%,0.3%,4%,-3%,
Cc1ccc(C)c(NC(=O)C(CC(=O)O)C2CCCO2)c1 (stereo not given),-28%,-6%,0.1%,0%,-3%,
O=C(O)C(Cl)Cl,1%,.,.,3%,7%,
COc1cccc(CN(C)C(=O)c2cc(COc3ccc(-n4cncn4)cc3)on2)c1,38%,-2%,1.6%,4%,4%,
COc1ccc(OCCSc2nnc(CCNC(=O)c3ccc(Cl)c(Cl)c3)n2C)cc1,11%,-1%,1.6%,-2%,-2%,
COc1ccc(N2CC(C(=O)Nc3ccc(S(=O)(=O)Nc4nc(C)cc(C)n4)cc3)CC2=O)cc1 (stereo not given),4%,-8%,0.7%,0%,-5%,
O=c1cc(CN2CCCc3ccccc32)nc2sccn12,4%,-16%,i,-6%,-3%,
COc1cc(C(C[N+](=O)[O-])c2c(N)n(C)c(=O)n(C)c2=O)ccc1O (stereo not given),.,3%,12%,-9%,3%,
COc1ccc(-c2cc(C(=O)N(C)Cc3ccccc3)no2)cc1OC,18%,-25%,1.4%,-1%,30%,
CNC(=S)N/N=C(\C)c1ccccc1,?,-1%,0.1%,6%,2%,
O=S1(=O)CCN(Cc2cccc(Cl)c2)CC1,-2%,5%,0.3%,-4%,-2%,
CCc1ccccc1NC(=O)CSc1nnc([C@@H](NC(=O)OC(C)(C)C)C(C)CC)o1 (stereo not given in full),18%,-5%,0.4%,-9%,-5%,
Nc1nnc(-c2ccco2)s1,-37%,0%,0.3%,1%,-4%,
O=C(Nc1ccc(OC(F)F)cc1)c1cc[n+]([O-])cc1,-9%,0%,0.3%,4%,-10%,
CC1(C)CC(=O)C(=Cc2cn(-c3ccccc3)nc2-c2ccccc2)C(=O)C1,.,-25%,2.6%,-1%,14%,
COC(=O)C1=C(c2ccc(OC)c(OC)c2)C[C@@H]2CC[C@H]1N2C(=O)NCCO,-15%,6%,i,.,-7%,
Cc1cc(C(=O)Nc2sc3c(c2C#N)CCC(C)C3)cs1 (stereo not given),-2%,6%,2.9%,-6%,-6%,inhibitors of VEEV 10K pilot screen=0.0
ON(CCc1ccncc1)Cc1ccccc1,.,3%,2.1%,.,.,
O=c1nc2n(c3ncccc13)CCC2,-7%,-3%,0.0%,0%,2%,
COc1cccc(/C=N/NC(=O)CC(C)O)c1OC/C=C/c1ccccc1 (stereo not given),31%,-23%,9.0%,-2%,-3%,
O=C(CNC(=O)c1ccco1)NCC(=O)OCc1ccccc1Cl,-9%,-2%,i,-10%,6%,
C=CCn1c(SCC(=O)N2CCc3ccccc3C2)nnc1-c1ccncc1,-16%,3%,0.1%,6%,-3%,
COc1cccc(OCC(Cn2cnc3ccccc32)OC(C)=O)c1 (stereo not given),37%,-13%,0.3%,-1%,2%,
c1ccc(CSc2n[nH]c(-c3ccco3)n2)cc1,23%,4%,4.8%,-1%,-9%,
COc1ccc(CCn2c(-c3ccccc3)nc3c(c(=O)c4ccccc4n3C)c2=O)cc1,0%,.,.,14%,-13%,
COc1ccc2nc(NC(=O)Cn3cnc4c(=O)n(C)c(=O)n(C)c43)sc2c1,16%,0%,3.6%,-5%,10%,
COc1ccc(CNC(=O)C2CCCN(S(=O)(=O)N3CC(C)CC(C)C3)C2)c(OC)c1 (stereo not given),36%,-9%,2.9%,-8%,4%,
COC(=O)c1sccc1NC(=S)N1CCCCC1,20%,-5%,4.2%,0%,-8%,
CC(C)(C)C(=O)N1CCN(c2nc3ccccc3o2)CC1,-1%,1%,2.6%,-10%,1%,
NC(=S)Nc1cc(Cl)cc(Cl)c1,75%,.,0.1%,0%,-4%,
Fc1ccccc1/C=N/Nc1nn[nH]n1,-5%,-14%,i,-12%,-2%,
O=C(Cn1cnc2ccccc2c1=O)NCCC(=O)N1CCN(c2ccccc2)CC1,4%,2%,0.3%,15%,0%,
O=C(NCC(=O)N1CCN(S(=O)(=O)c2ccc3c(c2)OCCO3)CC1)c1ccccc1Cl,-11%,-4%,i,.,0%,
Cc1ccc(NC(=O)CN2C(=O)NC(Cc3ccccc3)C2=O)cc1 (stereo not given),6%,0%,0.8%,-4%,-1%,
O=C(O)c1cccc(-c2ccc(/C=N/n3cnc4sc5c(c4c3=O)CCCC5)o2)c1,7%,.,.,-2%,4%,
O=c1cc(O)nc(-c2ccc(Cl)cc2)s1,24%,6%,i,1%,8%,inhibitors of VEEV 10K pilot screen=0.6
CN(CCc1ccccc1)Cc1ccccc1[N+](=O)[O-],-3%,-7%,0.6%,7%,-3%,
O=C(Cn1c2ccccc2c(=O)c2ccccc21)Nc1ccccc1F,-10%,-7%,0.2%,-13%,-3%,
N#Cc1ccc(C(=O)NCC2CCCCC2)cc1,63%,-19%,i,0%,8%,
C[C@H](NC(=O)C1CC(=O)N(c2ccc3c(c2)OCCO3)C1)C(=O)NCc1ccco1 (stereo not given in full),-1%,0%,1.8%,3%,1%,
N#CC(C#N)=CC1=C2OC(c3ccccc3)=CC(c3ccccc3)=C2CCC1,19%,4%,0.5%,4%,13%,
Cc1cc(=O)oc2c(C)c(OC(C)C(=O)N3CC[C@@]4(O)CCCC[C@H]4C3)ccc12 (stereo not given in full),-8%,5%,4.3%,-7%,-10%,
COc1ccc(S(=O)(=O)NNC(=O)c2cccs2)cc1,9%,-8%,0.2%,6%,8%,
CC(=O)NNc1nc(-c2ccc(C)cc2)cs1,-6%,3%,2.3%,-9%,?,
CCOc1ccc(C(=O)NC(=S)Nc2ncccc2C)cc1[N+](=O)[O-],-60%,-2%,1.8%,-1%,4%,
Cc1cccc(C)c1NC(=O)C1CSC2(C)CCC(=O)N12 (stereo not given),-4%,3%,i,3%,3%,
COc1ccc(OC)c(CNC(=O)CCN2C(=O)COc3ccccc32)c1,-3%,-2%,i,-9%,0%,
CN1CCN(C(=O)c2ccccc2NC(=O)CCN2C(=O)c3ccccc3C2=O)CC1,-2%,9%,4.6%,11%,-4%,
O=C(c1ccccc1)c1ccc(OC(=O)N2CCCC2)cc1,18%,-1%,3.0%,2%,10%,
Cc1ccc(-n2c(C)cc(/C=C3/C(=N)N4C(c5ccccc5)=CSC4=NC3=O)c2C)cc1,0%,8%,7.2%,5%,0%,
O=C(NCc1ccccc1)C1=C[C@@H](c2coc3ccccc3c2=O)C[C@@H](OCCCCO)O1,14%,-4%,10%,-3%,0%,
CN(C)S(=O)(=O)c1ccc(Cl)c(C(=O)OCC(=O)NC(=O)NC2CCCC2)c1,0%,-4%,0.6%,.,-11%,
O=S1(=O)N[C@@H](CC2CCCCC2)COc2cc(Br)ccc21,.,-5%,0.1%,.,.,
COc1ccc2oc(=O)cc(CN(C)Cc3ccccc3)c2c1,27%,-18%,3.8%,-5%,7%,
COC(=O)c1c(NC(=O)c2ccco2)sc(C(=O)N2CCCC2)c1C,8%,-5%,i,-12%,-4%,
Cc1onc(-c2ccccc2)c1C(=O)NCCc1c[nH]c2ccccc12,20%,0%,i,3%,-17%,
CC(C)C(OC(=O)c1cc2sccc2n1C)C(=O)NCC1CCCO1 (stereo not given),4%,-6%,0.2%,5%,5%,
